hgDAF12 agonist – activates the H. glycines DAF-12 receptor ligand-binding domain | HEK293 GAL4-hgDAF12 UAS-luciferase reporter, agonist luminescence; normalized to butyrate control | activation, % at 6.8 µM | 370,000 compounds, 1.8% hits;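 active means activation above a cutoff set at the mean of all screened compounds plus 3 SD, cut at about 10% in these data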;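 further: 0% = DMSO wells and 100% = sodium butyrate wells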
ADAM10 inh – ADAM10 inhibition, QFRET primary screen. O14672. recombinant ADAM10, EDANS/DABCYL FRET peptide cleavage, 3 h. inhibition, % at 7 µM. 370,000 compounds, 0.62% hits;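 active means inhibition above a per-campaign cutoff equal to the mean of compounds falling between control-based bounds plus 3 SD, cut at about 20% in these data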;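 further: 0% = DMSO wells while the 100% control is not disclosed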
Target sequence (O14672 214-748 limits assumed): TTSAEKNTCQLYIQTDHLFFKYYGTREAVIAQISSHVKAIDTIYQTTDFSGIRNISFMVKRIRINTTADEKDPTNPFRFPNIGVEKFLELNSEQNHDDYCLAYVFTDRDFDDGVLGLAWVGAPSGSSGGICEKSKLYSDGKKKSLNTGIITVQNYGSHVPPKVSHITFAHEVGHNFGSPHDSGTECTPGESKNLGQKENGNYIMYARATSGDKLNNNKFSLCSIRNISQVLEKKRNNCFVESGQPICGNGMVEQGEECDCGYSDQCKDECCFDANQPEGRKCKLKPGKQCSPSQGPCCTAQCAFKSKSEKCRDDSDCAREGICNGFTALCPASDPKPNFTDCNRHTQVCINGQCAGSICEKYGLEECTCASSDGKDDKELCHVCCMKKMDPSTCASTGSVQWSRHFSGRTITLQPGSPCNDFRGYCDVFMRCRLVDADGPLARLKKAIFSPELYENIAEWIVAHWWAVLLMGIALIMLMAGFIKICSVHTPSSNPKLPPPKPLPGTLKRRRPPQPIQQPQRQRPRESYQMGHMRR
GC-A act – GC-A (human) enzyme activation; P16066; HEK293 GC-A cells, cGMP TR-FRET, EC30 ANP; 0% at EC30 ANP, 100% saturating ANP; activation, % at 10 µM; 370,000 compounds, 0.14% hits; AID 1671463; in the data active means activation above about 40%
NPR2 activator – GC-B (human) receptor activation; P20594; HEK293-GC-B cells, CNP EC30, cGMP TR-FRET; 0% at EC30 CNP, 100% saturating CNP; activation, % at 10 µM; 370,000 compounds, 0.11% hits; AID 1920062;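 active means activation at 10 µM reaching about 35% in either raw or pattern-adjusted values, limit read from the data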
GAA850 FXN act – increases GAA850 frataxin promoter reporter activity. HEK293 lucGAA850 FXN promoter luciferase reporter, 24 h; percent of 10 µM SAHA response. activation, % at 6 µM. 360,000 compounds, 0.56% hits. AID 540364;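 active means activation above the average of all compounds screened plus 3 SD, cutoff fixed separately per campaign, cut at about 7.5% in these data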;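 further: 0% = DMSO wells and 100% = 10 µM SAHA wells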
ssDAF12 agonist – S. stercoralis DAF-12 activation, primary screen | activation, % at 6.8 µM | HEK293 ssDAF-12/GRIP1 lit1-tk-luc reporter, luminescence; % of 3 µM dafachronic acid response | 370,000 compounds, 1% hits;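 active means activation above the mean over all tested compounds plus 3 SD, cut at about 0.9% in these data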;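 further: 0% = DMSO-only wells and 100% = 3 µM delta7-dafachronic acid wells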
SMARCA2 activ – increases SMARCA2 function in MMTV reporter cells; MG213 cells, MMTV-luciferase reporter, dexamethasone, overnight; activation, % at 9.1 µM; 370,000 compounds, 1% hits; in the data active means activation above about 7.8%;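 further: 0% = vehicle wells and 100% = reference activator wells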
DAX1 inh-1 – inhibitors of DAX1 repression of SF-1 activated StAR promoter; HEK293T StAR-luciferase reporter, SF-1/DAX-1 repression relief; AID 652010; 370,000 compounds, 1.1% hits; inhibition, % at 6.8 µM;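 active means inhibition above the mean over all tested compounds plus 3 SD, cut at about 3.6% in these data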;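 further: 0% = DAX-1 cells with DMSO and 100% = cells lacking DAX-1 with DMSO; higher inhibition means more luminescence from relief of DAX-1 repression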
sPLA2-III inh – Blocks human group III sPLA2 activity; 370,000 compounds, 0.56% hits; Q9NZ20; inhibition, % at 12.2 µM; AID 743126; QFRET BODIPY PC-A2 liposome hydrolysis, fluorescence;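 active means inhibition above mean plus 3 SD of compounds lying within the high and low control bounds, cut at about 19% in these data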;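 further: 0% = median of test compound wells and 100% = no enzyme DMSO wells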
DAX1 inh-2 – inhibits human nuclear receptor DAX1. P51843. HEK293 Gal4-DAX1 luciferase reporter, luminescence. inhibition, % at 6.75 µM. 340,000 compounds, 0.99% hits. AID 504766;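 active means inhibition above the mean over all tested compounds plus 3 SD, cut at about 4.2% in these data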;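 further: 0% = DAX1-transfected cells with DMSO and 100% = empty-vector control cells with DMSO; inhibition shows as a rise in luminescence from relieved DAX1 repression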
Target sequence (P51843 207-470 limits assumed): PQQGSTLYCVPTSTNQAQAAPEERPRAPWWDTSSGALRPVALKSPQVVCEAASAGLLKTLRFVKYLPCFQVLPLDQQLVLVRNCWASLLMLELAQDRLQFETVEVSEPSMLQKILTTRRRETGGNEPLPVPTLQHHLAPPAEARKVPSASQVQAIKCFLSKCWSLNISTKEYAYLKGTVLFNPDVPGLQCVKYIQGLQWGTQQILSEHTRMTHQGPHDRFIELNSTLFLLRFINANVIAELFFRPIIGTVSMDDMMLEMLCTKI
hcDAF12 agonist – activates DAF-12 receptor from parasite H. contortus; HEK293 hcDAF-12 lit1-tk-luc reporter, luminescence; 0% DMSO, 100% Δ7-dafachronic acid; activation, % at 6.8 µM; 370,000 compounds, 1.4% hits; AID 652067;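 active means activation above the mean of all tested compounds plus 3 SD, cut at about 5.5% in these data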;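 further: 100% = response to 3 µM Δ7-dafachronic acid high control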
* hit, by the source's call; . = no result given.

SMILES | hgDAF12 agonist | ADAM10 inh | GC-A act | NPR2 activator | GAA850 FXN act | ssDAF12 agonist | SMARCA2 activ | DAX1 inh-1 | sPLA2-III inh | DAX1 inh-2 | hcDAF12 agonist
CCCCC(=O)NC(=S)Nc1cccc(Cl)c1N1CCCCC1 | -0.2 | -0.6 | 1.2 | 1.3 | 10.2* | -1.9 | -3.3 | 0.1 | 10.5 | -0.2 | -1.3
Cc1cccc(CCNC(=O)c2nnc(Cc3ccc(Cl)cc3)o2)c1 | 0.2 | -9.0 | 1.6 | 4.2 | 0.0 | -0.7 | 0.6 | -0.1 | 0.6 | -0.8 | -0.9
CC(C)c1c(C(=O)N/N=C/c2ccc(Cl)cc2Cl)nnn1-c1nonc1N | -1.8 | -2.5 | -5.7 | 5.9 | -0.1 | -1.4 | -1.5 | -0.4 | -4.0 | 0.8 | 0.1
O=C(/C=C/c1ccccc1F)N1CCN(c2ccccn2)CC1 | -1.1 | -12.2 | -6.3 | -4.2 | 0.7 | -0.3 | -1.8 | 0.5 | 4.4 | 1.3 | -1.3
O=S(=O)(c1cc2ccccc2s1)n1c(CN2CCOCC2)nc2ccccc21 | -2.1 | -6.7 | -2.8 | -7.8 | . | -1.2 | -6.7 | 0.1 | 7.0 | . | 1.7
COc1ccc(-c2cc(C(=O)N3CCCCC3)c3ccccc3n2)cc1OC | -5.1 | -36.5 | 5.6 | 4.3 | 2.2 | -1.1 | 1.7 | -1.3 | -2.5 | -0.8 | -0.9
CCCCn1c(N)c(N(CC)C(=O)CSCC(=O)Nc2ccc(OC)cc2)c(=O)[nH]c1=O | 0.2 | -10.8 | 6.6 | 5.2 | 1.3 | -0.6 | 0.9 | -0.1 | 6.5 | 1.4 | -1.0
COc1ccc(NC(=O)Nc2ccc3c(c2)CCC3)cc1 | 1.2 | -2.2 | 1.3 | 1.6 | 2.4 | -0.1 | 2.7 | 2.5 | -3.7 | -0.1 | -0.2
COc1cc(C2=NOC(C(=O)NC3CCCCC3)C2)cc(OC)c1OC (stereo unspecified) | -0.1 | -3.9 | -7.8 | 1.8 | 1.2 | -0.6 | 0.4 | -1.2 | 4.1 | 0.4 | -1.6
CCCCCCCCOc1ccc(C2CC(=O)NC2=O)cc1 (stereo unspecified) | -1.3 | 2.7 | 6.8 | -0.1 | 0.5 | -0.8 | -0.5 | 0.1 | -26.8 | -0.5 | 0.3
Cc1cc(C(=O)OCC(=O)NCc2ccco2)c(C)n1-c1ccc(F)cc1 | 0.0 | 5.0 | -3.3 | -2.7 | -0.5 | -1.1 | -4.9 | -1.8 | -1.2 | -2.4 | -1.1
Cc1ccc(-c2nnn(CC(=O)N3c4ccccc4CCc4ccccc43)n2)cc1 | 0.7 | -5.3 | -0.5 | 5.1 | 0.8 | -0.9 | -2.6 | 0.1 | -5.5 | 1.6 | -2.3
CN(CC(=O)Nc1ccc(F)cc1)C(=O)c1ccc(OCc2cn3ccccc3n2)cc1 | 2.3 | -8.0 | -0.2 | 4.8 | 1.2 | -0.6 | -4.9 | 1.2 | 3.9 | 3.4 | -0.2
COCCC(=O)Nc1ccc2c(c1)CN(C(=O)CCSC)CC2 | 2.3 | -2.0 | 1.8 | 1.3 | 0.9 | -1.0 | -4.0 | -0.3 | 5.5 | -0.8 | -1.4
CCN1CC(CN(C)Cc2cn(-c3cccc(C)c3)nc2-c2cccc(F)c2)CC1=O (stereo unspecified) | 0.5 | 12.2 | -4.0 | -6.2 | 1.8 | -2.1 | -2.3 | -0.9 | -23.8 | -0.3 | -2.6
Cc1ccc(NC(=O)C2CCCN(S(=O)(=O)c3c(C)noc3C)C2)c(Br)c1 (stereo unspecified) | 0.1 | -7.7 | 4.4 | 2.3 | 1.4 | -0.8 | 0.6 | 0.3 | 0.1 | 0.6 | -2.0
CCN(C(=O)COC(=O)CNC(=O)c1ccc(F)cc1)C1CCS(=O)(=O)C1 (stereo unspecified) | 2.9 | 1.8 | 0.6 | 4.3 | 0.8 | -1.0 | 2.6 | 1.2 | -1.1 | 1.6 | 0.7
CCOC(=O)C1C(=O)C=C(Nc2ccccc2F)CC1c1ccccc1 (stereo unspecified) | 2.3 | 2.6 | -3.8 | -9.2 | 2.4 | -1.4 | 4.7 | 0.9 | -6.9 | 1.4 | -1.3
Cc1ccc(S(=O)(=O)N2CCC(=O)N([C@H](COCc3ccc(Cl)cc3Cl)Cc3ccccc3)CC2)cc1 | -1.8 | -4.2 | -3.4 | 0.7 | . | -0.5 | -4.0 | 0.1 | 2.6 | . | -0.5
O=C1C=C(c2ccc3[nH]ccc3c2)CCC1 | 8.6 | 0.7 | -1.3 | -4.3 | 3.3 | -0.8 | 5.6 | 1.3 | -0.9 | 1.5 | 2.3
COc1ccc(NCc2nnc(SCC(=O)Nc3ccc(OC)cc3OC)o2)cc1 | -0.1 | -1.9 | -3.4 | -4.8 | 4.2 | -1.4 | 0.1 | -0.3 | -1.5 | -1.3 | 0.0
O=C(Nc1ccccc1C(=O)NC(Cc1ccc(O)cc1)C(=O)O)c1ccccc1 (stereo unspecified) | -2.9 | -6.0 | -2.7 | 0.4 | 0.6 | 0.5 | -2.8 | -0.3 | 2.9 | 0.2 | -0.5
CCCOc1ccc(N2C(=O)CC(N3CCCC(C(=O)N4CCCC4)C3)C2=O)cc1 (stereo unspecified) | 1.7 | -1.7 | 7.5 | 1.6 | -1.5 | -1.2 | -0.8 | -0.3 | 2.7 | 0.2 | -2.0
O=C(NCCO)c1cccc2c1-c1ccccc1C2=O | -0.7 | 9.3 | -2.3 | -5.5 | 1.3 | -0.7 | -1.8 | -0.5 | 2.9 | 1.4 | 0.3
COc1ccc(C2C(C#N)=C(N)Oc3c2oc(CO)cc3=O)cc1 (stereo unspecified) | 0.3 | -1.1 | 0.5 | -1.5 | -0.6 | -0.5 | -2.1 | 0.2 | 1.1 | -0.8 | 0.1

3 compounds from above, sorted by the value under DAX1 inh-2, lowest first:
| mol | ADAM10 inh | GC-A act | NPR2 activator | ssDAF12 agonist | SMARCA2 activ | DAX1 inh-1 | sPLA2-III inh | DAX1 inh-2 | hcDAF12 agonist |
| --- | --- | --- | --- | --- | --- | --- | --- | --- | --- |
| COc1ccc(NCc2nnc(SCC(=O)Nc3ccc(OC)cc3OC)o2)cc1 | -1.9 | -3.4 | -4.8 | -1.4 | 0.1 | -0.3 | -1.5 | -1.3 | 0.0 |
| COc1ccc(C2C(C#N)=C(N)Oc3c2oc(CO)cc3=O)cc1 (stereo unspecified) | -1.1 | 0.5 | -1.5 | -0.5 | -2.1 | 0.2 | 1.1 | -0.8 | 0.1 |
| O=C(NCCO)c1cccc2c1-c1ccccc1C2=O | 9.3 | -2.3 | -5.5 | -0.7 | -1.8 | -0.5 | 2.9 | 1.4 | 0.3 |

More results follow.
SMILES | hgDAF12 agonist | ADAM10 inh | GC-A act | NPR2 activator | GAA850 FXN act | ssDAF12 agonist | SMARCA2 activ | DAX1 inh-1 | sPLA2-III inh | DAX1 inh-2 | hcDAF12 agonist
Cc1ccc(NC(=O)COC(=O)c2nn(C)c(=O)c3ccccc23)cc1F | 2.4 | -9.9 | 1.4 | 1.2 | 0.7 | -1.0 | 0.5 | -0.5 | 3.6 | 0.2 | 1.1
CCOC(=O)c1csc(NC(=O)C2CCCN(S(=O)(=O)c3ccc([N+](=O)[O-])cc3)C2)n1 (stereo unspecified) | -6.2 | 5.1 | -3.7 | -7.4 | . | -2.5 | -6.4 | -3.7 | -12.1 | . | -4.9
COc1ccc(S[C@]2(C(=O)N3CCN(C(C)=O)CC3)CC(=O)N(C(=O)C3CC3)[C@@H]2c2ccc(OC)cc2)cc1 | -1.9 | -4.1 | 1.1 | -5.5 | . | -0.2 | -1.8 | -2.4 | 2.2 | . | -2.0
C[C@H](CO)N1C[C@H](C)[C@@H](CN(C)C(=O)Nc2ccccc2)Oc2ccc(NC(=O)Nc3ccc(C(F)(F)F)cc3)cc2C1=O | 0.9 | 12.6 | 1.8 | 14.6 | 0.6 | -0.9 | -0.8 | 0.0 | -25.1 | 2.0 | 1.0
Cc1n(-c2ccccc2)c2ccc(Cl)cc2[n+]1CCO | 12.4* | 1.8 | -1.9 | 0.2 | 2.5 | -0.8 | -0.2 | -0.1 | 2.9 | 1.3 | -0.8
O=C1CCCc2ccccc2N1Cc1cccc(F)c1 | 6.6 | -4.0 | -4.5 | -1.9 | 0.1 | -1.1 | 3.2 | 0.0 | -2.9 | -2.0 | -1.7
O=C(Nc1cccc([N+](=O)[O-])c1)NN1CCCCCC1 | 0.0 | 2.3 | 3.7 | 0.5 | -1.0 | -1.3 | 3.3 | -1.9 | -11.1 | -0.6 | -1.1
O=[N+]([O-])c1ccc(C=NN2CCCCCC2)cc1 | 9.5 | 3.4 | 8.6 | 5.4 | 1.8 | 0.3 | -1.8 | 6.7* | 7.2 | 5.6* | 4.2
COc1ccc(Br)cc1C1Nc2ccccc2C(=O)N1NC(=O)c1ccncc1 (stereo unspecified) | -3.6 | -12.8 | . | . | -3.2 | -0.4 | -0.4 | -1.1 | 2.8 | -0.4 | 2.0
CN(c1ccccc1)c1nc(N)c([N+](=O)[O-])c(Nc2ccc(F)cc2)n1 | 0.4 | -0.7 | -17.4 | -9.7 | 3.0 | -1.2 | 0.3 | -1.0 | 0.5 | 0.3 | 0.4
Cc1cccc(NC(=O)CSc2nc3ccccc3o2)c1 | 12.7* | -18.3 | 1.4 | -2.4 | 2.2 | -0.2 | 1.6 | 1.3 | -1.0 | 2.3 | 3.3
Cc1ccc(NC(=O)c2ccco2)c(NC(=O)c2ccccc2)c1 | 1.0 | 8.9 | 1.6 | 0.2 | -0.1 | -0.8 | -0.3 | -0.2 | -1.9 | 2.1 | -1.5
CCN1C(=O)c2ccccc2S(=O)(=O)c2ccc(C(=O)NCC(OC)OC)cc21 | 1.1 | 3.5 | 3.0 | 3.4 | -1.2 | -1.4 | -2.2 | -0.1 | 4.0 | 0.1 | -0.1
CCSc1nnc(NC(=O)C(C(F)(F)F)C(F)(F)F)s1 | 1.9 | -5.9 | -2.9 | 3.4 | -1.8 | -0.9 | -0.3 | -0.7 | 7.2 | -0.8 | -1.3
OCCN(Cc1ccccc1)c1ncnc2sccc12 | -0.3 | -0.5 | 6.7 | -0.9 | 3.2 | -1.3 | -4.4 | -0.4 | 1.4 | 0.6 | -2.2
Cc1ccc(-n2nc(C)c3c(C)c(CCC(=O)NCC4CCCO4)c(=O)n(C)c32)cc1 (stereo unspecified) | -0.5 | -6.7 | 4.5 | -6.0 | 0.8 | -0.7 | -0.9 | 0.3 | 2.9 | 1.0 | 0.0
CCOC(=O)c1c(-c2ccc(-c3ccccc3)cc2)csc1NC(=O)c1cccc(N2C(=O)CCC2=O)c1 | 1.7 | -1.9 | -3.5 | -1.9 | 0.7 | -1.6 | 0.9 | -0.2 | -5.9 | 1.0 | 0.8
CCN(CC(=O)NCc1cccs1)C(=O)c1ccc(-c2ccc(F)cc2)o1 | 1.3 | -23.0 | -1.8 | -2.5 | -0.9 | -0.4 | -1.3 | -0.6 | 7.6 | 0.1 | 1.3
NC(=O)N1CCCC1C(=O)Nc1ccc(Cl)c(Cl)c1 (stereo unspecified) | 2.5 | 9.8 | 2.6 | -1.6 | 0.7 | -0.5 | -4.1 | -0.2 | 5.3 | -0.3 | -1.0

Screening results from PubChem BioAssay.
